Compound activity from PubChem.
CHRM1 agonist = human M1 muscarinic receptor agonism; hit rate 0.33% among 360,000; CHO-K1 hM1, Fluo-8 calcium fluorescence, agonist mode; 0% DMSO, 100% acetylcholine EC100; activation, % at 3 µM; P11229;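 active = activation above the run's mean compound activation plus 3 SD, cut at about 16% in these data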;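 also: peak over basal fluorescence ratio within a 140 s kinetic read after compound addition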
CHO-K1 Ca ag = M1 agonist counterscreen hit in parental CHO-K1 cells; Fluo-8 calcium fluorescence; scaled to maximal ATP response, vehicle zero; activation, % at 3 µM; hit rate 0.48% among 360,000; AID 602248; in the data active = activation above about 15%;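 also: untransfected CHO-K1 host cells lacking M1 receptor as counterscreen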
TAAR1 antagonist = antagonists of human TAAR1. Q96RJ0. CHO RD-HGA16 TAAR1, Fluo-8 calcium fluorescence, antagonist. inhibition, % at 3 µM. hit rate 1.5% among 360,000. AID 624466;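 active = inhibition above a per-plate cutoff, the mean inhibition of test compounds on that plate plus 3 SD, cut at about 49% in these data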;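 also: 0% = DMSO plus EC80 beta-PEA response and 100% = DMSO alone without agonist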
Target sequence (Q96RJ0 whole entry, looked up): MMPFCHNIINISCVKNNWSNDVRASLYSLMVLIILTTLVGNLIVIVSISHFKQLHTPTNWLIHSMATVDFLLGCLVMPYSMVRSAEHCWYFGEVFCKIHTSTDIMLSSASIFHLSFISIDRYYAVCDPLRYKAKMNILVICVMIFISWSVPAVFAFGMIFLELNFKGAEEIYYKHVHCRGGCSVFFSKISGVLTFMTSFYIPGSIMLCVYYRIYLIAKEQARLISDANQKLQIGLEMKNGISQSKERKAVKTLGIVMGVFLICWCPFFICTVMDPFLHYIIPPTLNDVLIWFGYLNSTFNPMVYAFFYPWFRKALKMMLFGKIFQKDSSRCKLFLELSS
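Test system: hTAAR1-expressing CHO RD-HGA16 cells, Gα16-coupled; Probe or stimulus: EC80 β-phenethylamine stimulus; Compound dosing: single nominal final test compound concentration of 3 µM; Timing: 140 s kinetic read after compound, 140 s after agonist; Signal: Fluo-8 calcium-sensitive fluorescence; Measure: % inhibition of agonist calcium response; Controls: DMSO and EC80 PEA controls.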
CHO-K1 Ca antag = counter-screen for M1 antagonists: effect in parental CHO-K1 cells; inhibition, % at 3 µM; AID 602250; ATP-induced calcium, Fluo-8 fluorescence; hit rate 0.6% among 360,000;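 active = inhibition above a per-plate cutoff, the plate's mean sample inhibition plus 3 SD, cut at about 24% in these data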;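 also: 0% = DMSO plus EC80 ATP and 100% = DMSO alone without ATP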
OXTR potentiator = potentiates the human oxytocin receptor response. CHO-OTR cells, Fluo-8 calcium fluorescence, potentiator mode; 0% = oxytocin EC15, 100% = EC100. AID 2445. P30559. hit rate 0.061% among 320,000. activation, % at 3 µM;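 active = activation above that plate's cutoff, the mean activation of tested compounds plus 3 SD, cut at about 6.6% in these data, passing the limit was not always enough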;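 also: 100% uses oxytocin at 75 nM as the full agonist control; some results filed as inactive read as strong as hits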
Target sequence (P30559 whole entry, looked up): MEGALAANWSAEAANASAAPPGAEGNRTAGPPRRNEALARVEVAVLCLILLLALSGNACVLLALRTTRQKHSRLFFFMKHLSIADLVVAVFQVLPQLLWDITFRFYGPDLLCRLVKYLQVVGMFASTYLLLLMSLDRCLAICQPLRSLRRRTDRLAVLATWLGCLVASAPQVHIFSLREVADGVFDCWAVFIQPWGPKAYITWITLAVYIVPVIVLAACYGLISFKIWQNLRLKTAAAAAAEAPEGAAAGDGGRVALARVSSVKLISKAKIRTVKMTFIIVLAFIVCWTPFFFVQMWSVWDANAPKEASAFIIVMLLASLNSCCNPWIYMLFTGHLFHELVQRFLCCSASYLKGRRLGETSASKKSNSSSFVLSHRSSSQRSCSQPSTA
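test system = CHO-OTR cells, human receptor | compound = single-point 3.0 µM | schedule = 6 min compound pre-incubation at room temperature, 100 s kinetic read | signal = Fluo-8 no-wash calcium dye fluorescence, excitation 470-495 nm, emission 515-575 nm | repeats = single well per compound, singlicate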
CHRM1 antagonist = blocks human M1 muscarinic receptor | P11229 | CHO-K1 hM1, Fluo-8 calcium fluorescence, ACh EC80 antagonist | inhibition, % at 3 µM | hit rate 1.3% among 360,000 | AID 588852;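 active = percent inhibition above its own plate's cutoff, namely the mean of that plate's compound wells plus 3 SD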;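 also: peak over basal fluorescence ratio during 140 s after agonist addition; 0% = ACh EC80 plus DMSO and 100% = DMSO alone without agonist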
M1 PAM parental = M1 PAM counterscreen hit in parental CHO-K1 cells; hit rate 0.02% among 360,000; activation, % at 3 µM; ATP EC20, Fluo-8 calcium fluorescence; 0% at ATP EC20, 100% at ATP max; AID 602247;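 active = activation above the run cutoff, the mean activation of all test compounds plus 3 SD, cut at about 40% in these data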;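 also: peak over basal fluorescence ratio in a 140 s read after ATP addition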
CHO parental Ca = counter-screen for OX1R antagonists: effect in parental CHO cells; parental CHO-K1, ATP-induced calcium, Fluo-8 fluorescence; inhibition, % at 5.6 µM; hit rate 0.63% among 330,000; AID 463079;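 active = inhibition above that plate's mean sample inhibition plus 3 SD, cut at about 26% in these data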;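 also: 0% = ATP-challenged DMSO wells and 100% = DMSO wells without ATP; some compounds past the cut are filed as inactive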
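Assay system: untransfected parental CHO cell line. Also added: ATP agonist challenge. Dosing: one dose, 5.6 µM nominal. Measured by: Fluo-8 fluorescence. Read-out: % inhibition. Benchmarks: ATP wells versus no-ATP DMSO wells. Repeats: no replicates.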
TAAR1 agonist = agonists of human TAAR1; hit rate 0.99% among 360,000; activation, % at 3 µM; CHO RD-HGA16 TAAR1, Fluo-8 calcium fluorescence; vehicle wells 0%, saturating PEA agonist 100%; Q96RJ0;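 active = activation above the mean activation of all test compounds in the run plus 3 SD, cut at about 38% in these data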
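System: CHO-derived RD-HGA16 cells with stable Gα16 and human TAAR1 / Times: 17-24 h plating, Fluo-8 75 min 37 °C, 30 min RT / Technique: calcium-sensitive Fluo-8 signal, excitation 470-495, emission 515-575 nm / Measure: % activation relative to PEA EC100 response / Benchmarks: DMSO and PEA EC100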
The depositor's hits bear a star; x = not tested or not shown; & = joins results of further samples; ! = a repeat was not active.

SMILES	CHRM1 agonist	CHO-K1 Ca ag	TAAR1 antagonist	CHO-K1 Ca antag	OXTR potentiator	CHRM1 antagonist	M1 PAM parental	CHO parental Ca	TAAR1 agonist
CCc1ccccc1NC(=O)CN1CCN(C(=O)CNC(=O)c2ccc(-c3ccccc3)cc2)CC1	0	13	23	-2	-9	15	-5	0	6
O=C1CCCC(O)=C1C=NCc1ccccc1	-5	0.1	-30	-6	-18	-3	14	2	3
CCC(C(=O)OCC(=O)N(C)c1c(N)n(Cc2ccccc2)c(=O)[nH]c1=O)c1ccccc1 (stereo not given)	-1	0.5	-5	1	-11	-8	14	-22	1
CN(C)c1cccc(CNC(=O)c2ccc3sc([C@H]4C[C@H](O)[C@@H](CO)O4)nc3c2)c1	-4	0.6	-20	-4	x	-12	3	x	1
Nn1c(SCC(=O)Nc2c(F)cc(F)cc2Br)nnc1C1CCCCC1	-1	0.9	6	-17	-2	-2	-3	2	1
CC(NC(=O)c1ccccc1Cl)C(=O)O (stereo not given)	-3	0.7	0	2	10	-5	21	-5	1
Cc1cc2oc3cc(NCCC4CCCN4C)ccc3c(=O)c2cc1C (stereo not given)	-11	0.9	-11	-18	0	2	20	-18	5
Cc1ccsc1C(=O)N1CC=C(c2ccccc2)CC1	-3	0.2	-16	0	-3	-1	-16	-28	-1
O=C1c2ccccc2NC(c2ccc(-c3cccc(Cl)c3)o2)N1O (stereo not given)	0	3.6	6	-20	-8	-8	18	-29	25
COCCCN1C(=O)/C(=C\c2ccc3c(c2)OCO3)C(C(=O)OC)=C1C	-5	-0.8	-8	-1	-1	-1	-6	-11	1
CCN1CCN(CC(=O)Nc2cccc(C)c2C)C(=O)C1=O	-2	0.2	14	1	-1	-9	3	-14	0
COc1cc(NC(=O)c2csc(N)n2)cc(C(=O)Nc2cccc(C(F)(F)F)c2)c1	-3&-5	0.5&3.5	53*!	16&-10	-15	7&20	3&-9	-12	5&11
Cc1occc1C(=O)N/N=C/C1=C(N2CCOCC2)C(=C\c2ccc(Cl)cc2)/CC1	-4	1.2	-10	1	4	-8	14	-13	0
CN(Cc1ccccc1)C(=O)C1(C)CCN1C(=O)Cc1ccc(Cl)cc1Cl (stereo not given)	-2	1.7	-12	-6	x	-20	21	x	0
Cc1cc(C(=O)Nc2cccc3cccnc23)ccc1[N+](=O)[O-]	-6	0.3	-3	-2	-13	-5	15	-28	16
CC(C(=O)Nc1nc2ccccc2s1)n1cc([N+](=O)[O-])cn1 (stereo not given)	9	2.5	2	1	-27	-2	-16	-4	16
CCc1nc2c(OCCOc3ccc(F)cc3)cccn2c1N(C)C(=O)c1ccc(OC)cc1	-9	1.0	-5	-2	x	22	6	x	2
CCCS(=O)(=O)NC(=O)C1(C)CCCN(C(=O)c2ccco2)C1 (stereo not given)	4	0.0	-8	17	x	10	-15	x	0
CCOc1ccc(NS(=O)(=O)c2ccc(C(=O)NCc3ccncc3)cc2)cc1	12	7.4	19	-10	-14	-8	28	-21	33
COc1cc(NC(=O)CN(C)S(=O)(=O)c2ccc3nc(C)sc3c2)cc(OC)c1	-1	1.7	-26	-11	-2	-4	11	-17	-1
CCCCC(C(=O)NC(C)c1ccccc1)C(=O)NC(C)c1ccccc1 (stereo not given)	-3	2.5	-3	4	-10	3	-2	-16	8
Cc1ccc(NC(=O)c2ccc(Cl)c(S(=O)(=O)NCc3ccco3)c2)c(O)c1	0	0.5	-12	-1	0	-9	-14	-16	1
Cc1cccc(C)c1NC(=O)C(Cl)=C(Cl)Cl	-10	-0.1	-11	-3	-10	-12	27	-6	0
Cc1nc(C(=O)Nc2ccccc2)sc1C(=O)Nc1ccccc1	0	1.7	8	16	-2	-3	-21	-5	5
O=C1NN(c2ccc(Br)cc2)C(=O)/C1=C\c1ccc(O)cc1O	3	6.0	-5	-3	-13	-7	16	1	4
CN(CC(=O)Nc1ccc(F)cc1)C(=O)CSc1ncccn1	-1	0.4	-7	-9	-3	-5	-8	-14	1
COC(=O)c1sccc1NC(=S)N1CCCCC1	-3	-0.3	3	16	-9	-11	4	-12	10
O=C(Nc1cccnc1Cl)c1cccc(F)c1	x	x	-29	x	-7	x	x	-5	5
COC(=O)c1cc(=O)n(C2CC2)c(=NC2CC2)s1	-1	0.0	-6	9	-4	-1	-10	-1	6
O=C1NC(Cc2ccccc2)c2nc3ccc(Cl)cc3c(=O)n2-c2ncccc21 (stereo not given)	-7	0.1	3	3	x	-11	7	x	0
CC1CCN(c2ccc3nnc(CCC(=O)N4CCN(c5ccccc5F)CC4)n3n2)CC1	-6	2.1	-31	-14	-10	8	-6	-22	4
Cc1ccc(C(=O)O/N=C(\c2ccccc2)c2ccncc2)cc1	-6	1.1	5	-13	3	-1	21	-27	5
CN(C)c1ccc(C2NCCS2)cc1 (stereo not given)	-6	0.0	7	-6	6	3	16	-6	7
CCOC(=O)c1c(NC(=S)Nc2ccc(F)cc2)sc2c1CCC2	-3	0.4	10	-2	-16	-5	12	-18	10
Cc1ccc(N(C(=O)c2snc(C(N)=O)c2N)C(CC(C)C)C(=O)NC2CCCC2)cc1 (stereo not given)	-1	-0.2	1	6	-8	7	3	-17	-1
O=C1CCC([N+](=O)[O-])C(c2cc3c(cc2Cl)OCO3)N1 (stereo not given)	-6	0.4	-4	7	-5	-4	8	2	3
Cc1ccc(C)c(CSc2nnc(-c3ccccn3)n2N)c1	-6	0.7	-12	-8	3	-3	18	-21	18
N/C(=N\O)c1ccc(Cl)cc1Cl	-3	1.0	-20	-2	4	-9	15	-13	6
CCCCn1c(=O)[nH]c(=O)c2c1nc(-c1ccc(-c3ccccc3Br)o1)n2CC	-2	0.2	-8	-18	-3	-7	4	-14	5
O=C(CCCCn1c(=O)[nH]c2ccsc2c1=O)NCC1CCCO1 (stereo not given)	-2	-0.2	-8	-14	-5	-7	5	-12	3
C=CCOc1ccccc1CN1CCC(n2nccc2NC(=O)C2CC2)CC1	-5	0.6	-5	-10	x	-14	13	x	0
COc1ccc(NC(=O)CSc2nnc(-c3cccs3)n2C)cc1OC	-4	0.8	6	-3	0	2	0	-9	7
N#C/C(=C\Nc1ccc2c(c1)OCCO2)C(=O)NCc1ccco1	-5	0.3	0	-10	-1	1	-1	-12	-2
Cc1ccc(NC(=O)N2CCCC2C(=O)Nc2c(C)cc(C)cc2C)cc1 (stereo not given)	-3	-0.5	4	-11	2	11	-10	-7	0
C=CCNC(=S)N1CCC2CC1c1c(Cl)cccc12 (stereo not given)	-8	2.1	0	-4	x	-12	20	x	1
COc1ccc(C(=O)C=Cc2ccc(OCc3ccccc3)c(OC)c2)cc1OC	-1	3.0	19	1	x	2	3	x	3
CCOC(=O)CNc1nc(Cl)nc(N2CCCCC2)n1	0	-0.1	-22	-3	0	-17	-16	-3	1
CC(O)CNc1nc2c(c(=O)n(Cc3ccc(Cl)c(Cl)c3)c(=O)n2C)n1C (stereo not given)	-1	2.1	-19	-11	-1	0	7	1	15
COc1ccccc1C1=Nn2c(nnc2C2CCCCC2)SC1	-1	1.5	10	-16	-8	-28	19	-11	11
Cc1nnc2c(Oc3ccccc3)nc3ccccc3n12	-3	0.8	9	-10	-3	-2	15	-5	0
(cont.)
SMILES	CHRM1 agonist	CHO-K1 Ca ag	TAAR1 antagonist	CHO-K1 Ca antag	OXTR potentiator	CHRM1 antagonist	M1 PAM parental	CHO parental Ca	TAAR1 agonist
CN(Cc1ccccc1)S(=O)(=O)c1ccc(Cl)c(C(=O)OCC(=O)NC2CCS(=O)(=O)C2)c1 (stereo not given)	-3	4.3	33	-10	-4	15	-13	-10	14
O=C(CSc1ccc(-c2cccnc2)nn1)Nc1ccccc1	-4	2.3	-14	0	-4	-20	-7	-6	2
Fc1cccc(Cc2c(-c3cccc(Br)c3)nc3c(Cl)cc(C(F)(F)F)cn23)c1	-6	0.8	-29	9	x	-4	2	x	0
Cc1cc(C)cc(N=C2NC(=O)/C(=C/c3cccs3)S2)c1	-4	3.5	-26	7	-8	-9	17	-20	2
Cc1ccc2cc(CN(CCN3CCOCC3)C(=O)NCc3ccccc3)c(=O)[nH]c2c1C	-3	1.1	-15	21	x	-2	-3	x	-2
C[C@]12C=CC(=O)C=C1CC[C@@H]1C2[C@@H](O)C[C@@]2(C)C1CC[C@]2(O)C(=O)COC(=O)CCC(=O)O (stereo not given in full)	-3	4.4	-1	-5	0	4	0	1	2
CCOc1ccccc1C1NC(=O)NC(C)=C1C(=O)OC1CCCC1C (stereo not given)	-5	0.8	-33	-14	-1	-12	20	-26	8
Cc1nn(C(C)C(=O)NNC(=S)Nc2ccc(F)cc2)c(C)c1[N+](=O)[O-] (stereo not given)	-4	0.2	6	0	-2	1	15	-6	10
CCCn1nnnc1SCC(=O)N1CCCC1	-3	0.1	4	2	-9	-6	-24	-9	10
CN(C(=O)c1cc2c(=O)n3ccccc3nc2s1)C1CCCCC1	-2	2.1	1	-8	-4	0	9	-8	2
CCCCCCC(C)OC(=O)Nc1cccc2ccccc12 (stereo not given)	-7	0.1	9	-7	-3	-1	2	-19	7
CCOC(=O)C(Cc1ccccc1)C(=O)Nc1ccc(N(CC)CC)cc1 (stereo not given)	-7	3.5	-4	-2	-1	33*	15	2	-1
COc1ccc2nc(SCC(=O)NC(C)(C)C)[nH]c2c1	2	1.5	0	-26	3	-16	8	-3	6
COc1ccc(CCNC(=O)CNS(=O)(=O)c2ccc(F)c(Cl)c2)cc1OC	-3	0.2	-19	6	-23	-6	-6	-11	14
CCc1ccc(N(CC(=O)NCc2ccc(F)cc2)C(=O)c2csnn2)cc1	-2	-0.3	-14	-11	-8	-5	4	-24	7
O=S1(=O)CSCS(=O)(=O)C1	-1	0.5	5	-18	x	-8	16	x	0
